Assay outcomes as filed in PubChem BioAssay.
Mm-Cpn inhibitor = Inhibitors of TCP-1 ring complex (TRiC) of Methanococcus maripaludis (MmCpn): qHTS; Chaperonin Mm-Cpn (Methanococcus maripaludis); purified Mm-Cpn ATPase, ADP Transcreener TR-FRET; AID 504842, 2011; 0.031% of 330,000 active; Potency, µM (series often up to 76.9 µM), for the others: at the top dose activity, negative = inhibition, hits mostly inhibitors; also: potency is read from the fitted curve at half-maximal effect; % is scaled to controls: 0 for no effect and ±100 for the full control effect; nearly all actives have a fitted effect of over 80% in size
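Quantitative HTS used 25 nM Mm-CPN and 10 uM ATP in magnesium/KCl Tris buffer, pH 7.4, with 1 mM DTT. Hydrolysis ran 30 min at 37°C; ADP was read by HTRF.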
Akt phos inh = HTS Assay for Inhibitors of Akt Phophorylation: Primary Screen | Neuro2A IGF-stimulated pAkt S473 HTRF, 20 min; active compounds read low | 0.32% of 360,000 active | activity change, % for hits at 50 µM; in the data active = activity change below about -80%; inconclusive = mostly about -51% to -80%; also: % is scaled to controls: 0 for no effect and ±100 for the full control effect
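Neuro2A cells in DMEM with 0.5% FBS, overnight at 37 deg C, given compound at single 50 µM final, then IGF (6 nM final) for 20 min at 37 deg C. Lysed; phospho-Akt Ser473 by HTRF after 24 h, 665/615 ratio.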
EPAC2 antagonist = qHTS for Antagonist of cAMP-regulated guanine nucleotide exchange factor 2 (EPAC2): primary screen; 0.18% of 360,000 active; AID 720708, 2013; Potency, µM (highest dose often 114 µM), for the others: at the highest dose activity, negative = inhibition, hits mostly inhibitors; Rap guanine nucleotide exchange factor 4 (Homo sapiens), Q8WZA2; EPAC2 GEF exchange of Rap1B-BODIPY-GDP, fluorescence; also: potency is read from the fitted curve at half-maximal effect; % is scaled to controls: 0 for no effect and ±100 for the full control effect; nearly all actives have a fitted effect of over 45% in size; many of its hits are not listed in these tables
Target sequence (Q8WZA2 whole entry, looked up): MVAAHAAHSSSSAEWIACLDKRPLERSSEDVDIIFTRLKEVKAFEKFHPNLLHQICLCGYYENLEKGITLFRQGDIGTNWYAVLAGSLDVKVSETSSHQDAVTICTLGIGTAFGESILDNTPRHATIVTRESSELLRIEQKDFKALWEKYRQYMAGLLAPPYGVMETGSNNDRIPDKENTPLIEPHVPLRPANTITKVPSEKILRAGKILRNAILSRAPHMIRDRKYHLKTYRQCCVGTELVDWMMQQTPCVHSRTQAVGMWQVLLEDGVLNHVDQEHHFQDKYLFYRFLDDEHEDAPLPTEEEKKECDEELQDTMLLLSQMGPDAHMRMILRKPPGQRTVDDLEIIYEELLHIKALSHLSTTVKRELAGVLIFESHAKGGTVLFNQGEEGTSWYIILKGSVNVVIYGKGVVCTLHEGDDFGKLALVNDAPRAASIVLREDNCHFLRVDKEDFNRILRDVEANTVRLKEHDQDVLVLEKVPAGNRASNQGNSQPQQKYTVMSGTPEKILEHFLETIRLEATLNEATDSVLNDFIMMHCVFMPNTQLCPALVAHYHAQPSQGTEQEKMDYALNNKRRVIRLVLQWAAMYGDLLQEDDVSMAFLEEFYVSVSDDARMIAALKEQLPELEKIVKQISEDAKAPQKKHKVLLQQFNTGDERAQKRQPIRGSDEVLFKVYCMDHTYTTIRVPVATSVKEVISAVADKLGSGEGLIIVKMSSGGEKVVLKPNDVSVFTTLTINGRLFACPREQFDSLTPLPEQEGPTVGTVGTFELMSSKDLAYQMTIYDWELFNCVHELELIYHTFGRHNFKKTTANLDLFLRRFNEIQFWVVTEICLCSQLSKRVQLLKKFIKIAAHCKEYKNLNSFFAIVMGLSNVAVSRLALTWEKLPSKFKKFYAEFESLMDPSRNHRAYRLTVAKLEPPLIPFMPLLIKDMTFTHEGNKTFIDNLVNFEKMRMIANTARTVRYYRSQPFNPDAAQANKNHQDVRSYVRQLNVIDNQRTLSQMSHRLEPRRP
PTHR1 ag = qHTS for PTHR1 Agonists: Primary Screen; Parathyroid hormone/parathyroid hormone-related peptide receptor (Homo sapiens), Q03431; Potency, µM (highest dose often 115 µM), for inactives: top-dose activation, hits mostly activators; AID 743266, 2014; 0.075% of 410,000 active; HEK293 GP2 PTHR1 cells, GloSensor cAMP luminescence, 1 h; also: potency is read from the fitted curve at half-maximal effect; nearly all actives have a fitted effect of over 55% in size; some results filed as inactive show a strong effect at the top dose; inactives centre near -15; many of its hits are not listed in these tables
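HEK-293-derived GP2 cells expressing PTHR1 and a GloSensor cAMP reporter, 3,000/well, plated overnight, given luciferin plus IBMX (each 0.5 mM as added) for 1 h at 37 °C, then compound for 1 h at 37 °C. Luminescence was read after 15 min at room temperature.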
EPAC2 ag = qHTS for Agonist of cAMP-regulated guanine nucleotide exchange factor 4 (EPAC2): primary screen | Rap guanine nucleotide exchange factor 4 (Homo sapiens), Q8WZA2 | EPAC2 activation, biochemical qHTS; response scale: 100% = 6.5 mM cAMP response | Potency, µM (top dose mostly 154 µM), without a hit: at the top dose activation, most hits filed as activators | 0.079% of 360,000 active; also: potency is read from the fitted curve at half-maximal effect; nearly all actives have a fitted effect of over 50% in size
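Fluorescence exchange assay: 100 nM EPAC2 with 250 nM RAP1B-BODIPY-GDP and 50 uM GDP; compounds tested as a concentration-titration series (qHTS). Loss of Rap1-bound BODIPY-GDP fluorescence read at 480/540 nm; data normalized to 6.5 mM cAMP.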
D3 ag = qHTS of D3 Dopamine Receptor Agonist: qHTS; D(3) dopamine receptor (Homo sapiens), P35462; D3R DiscoveRx beta-arrestin cells, luminescence, 90 min; max activation, %; 0.58% of 410,000 active; in the data active = max activation above about 30%; also: 0% is about no effect; mostly tested at two doses, the higher about 12 µM
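Cells at 1500/well, incubated overnight, then treated with pinned compounds (dopamine as control) for 90 min at 37 degrees C. DiscoveRx reagent added for 30 - 60 minutes at room temperature; luminescence read.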
CCT chaperon mod = High-Throughput Screening for Modulators of Cytosolic Chaperonin Activity; purified chaperonin ATPase assay, HTRF ADP detection, 30 min; activity change, % (test concentration not listed), hits read low; 0.3% of 360,000 active; AID 651819, 2012; in the data active = activity change below about -30%; also: % is scaled to controls: 0 for no effect and ±100 for the full control effect
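TRiC at 40 or 20 nM final (batch-dependent) in 30 mM Tris pH 7.4, 100 mM KCl, 5 mM MgCl2, 1 mM DTT, with compound at single 76 uM and 10 uM ATP, 30 min at 37 deg C. ADP detected by HTRF Transcreener, 665/615 ratio.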
DRD3 antagonist = qHTS of D3 Dopamine Receptor Antagonist: qHTS; max response, negative = inhibition, %; D3R cells, DiscoveRx beta-arrestin luminescence, antagonist mode; active compounds read low; 2.5% of 360,000 active; D(3) dopamine receptor (Homo sapiens), P35462; in the data active = max response below about -50%; inconclusive = no clear call, values can overlap the other calls; also: % is scaled to controls: 0 for no effect and ±100 for the full control effect; mostly tested at two doses, the higher about 12 µM
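Cells plated overnight at 1500 cells/well, then exposed to library compounds with dopamine controls for 90 minutes at 37 degrees C. DiscoveRx reagent added for 30–60 minutes at room temperature; luminescence read, quantitative HTS format.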
* marks the source's active call; other numbers are inactive results; & = joins results of further samples; [ ] = dose if it differs, or a comment. Unless noted, calls follow the shape of the dose curve; as a rule, active = well fitted curve in the direction sought with a large enough effect; inconclusive = small, poorly fitted or top-dose-only effect, or another doubt; inactive = no such curve, though single readings can be large; an effect the other way counts as inactive or inconclusive.

Screening CCOC(=O)Cn1c(SC)nc2sc3c(c2c1=O)CC(C)(C)OC3 returned Mm-Cpn inhibitor inconclusive, Akt phos inh inactive, EPAC2 antagonist -2%, PTHR1 ag inactive, EPAC2 ag 4%, D3 ag -7, CCT chaperon mod 0.7 and DRD3 antagonist 1.
O=C(NCc1ccc2c(c1)OCO2)C1CCCN(S(=O)(=O)c2cccs2)C1 (configuration not stated) was read as Mm-Cpn inhibitor 1%, Akt phos inh inactive, EPAC2 antagonist -3%, PTHR1 ag inactive, EPAC2 ag 0%, D3 ag 3, CCT chaperon mod 0.1 and DRD3 antagonist 0.
Screening CC(C)C(NC(=O)OCc1ccccc1)C(=O)NC(Cc1c[nH]c2ccccc12)C(=O)O (configuration not stated) returned Akt phos inh inactive, EPAC2 antagonist 18%, PTHR1 ag -24%, EPAC2 ag 2%, D3 ag -7, CCT chaperon mod -2.8 and DRD3 antagonist -10.
Screening CCN(CC)CCSc1nc(O)c(-c2ccccc2)c(=O)n1-c1ccccc1 returned Mm-Cpn inhibitor -6%, Akt phos inh inactive, EPAC2 antagonist -1%, PTHR1 ag inactive, EPAC2 ag 0%, D3 ag -6, CCT chaperon mod -0.7 and DRD3 antagonist inconclusive.
Screening Cc1nc(C)c(C(=O)OCC(=O)Nc2ccccc2)s1 returned Mm-Cpn inhibitor 1%, Akt phos inh inactive, EPAC2 antagonist -1%, PTHR1 ag -23%, EPAC2 ag 5%, D3 ag -6, CCT chaperon mod 1.2 and DRD3 antagonist -7.
For COc1ccc(C(=O)Nc2nc3c(s2)Cc2cc(OC)ccc2-3)cc1 the results were Mm-Cpn inhibitor 0%, Akt phos inh inactive, EPAC2 antagonist -3%, PTHR1 ag -28%, EPAC2 ag 7%, D3 ag -8&3, CCT chaperon mod 1.0 and DRD3 antagonist 12.
Screening CC(C)(C)c1cc(C(=O)NNc2cc(C(F)(F)F)ccc2Cl)n(Cc2ccccc2)n1 returned Mm-Cpn inhibitor 1%, Akt phos inh inactive, EPAC2 antagonist -16%, PTHR1 ag -49%[inhibitor], EPAC2 ag -6%, D3 ag 11, CCT chaperon mod 0.0 and DRD3 antagonist 24.
`CCc1nnc(NC(=O)CSc2nc3c(cc2C#N)CCC3)s1` gave Mm-Cpn inhibitor -3%, Akt phos inh inactive, EPAC2 antagonist 11%, PTHR1 ag -3%, EPAC2 ag 5%, D3 ag 4, CCT chaperon mod -2.9 and DRD3 antagonist 12.
Screening O=S(=O)(NCC(c1cccs1)N1CCc2ccccc2C1)c1ccccc1 (configuration not stated) returned Mm-Cpn inhibitor 0%, Akt phos inh inactive, EPAC2 antagonist -16%, PTHR1 ag -13%, EPAC2 ag 21%, D3 ag 1, CCT chaperon mod -2.1 and DRD3 antagonist -16.
CCOc1ccccc1C(=O)Nc1cc(C(=O)NCCc2ccccc2)ccc1Cl was read as Mm-Cpn inhibitor 3%, Akt phos inh inactive, EPAC2 antagonist -1%, PTHR1 ag -22%, EPAC2 ag 15%, D3 ag -2, CCT chaperon mod -1.1 and DRD3 antagonist 10.
For Cc1ccc(NC(=O)CS(=O)CC(=O)NCCCN(C)c2ccccc2)cc1 (configuration not stated) the results were Mm-Cpn inhibitor -3%, Akt phos inh inactive, EPAC2 antagonist -1%, PTHR1 ag inactive, EPAC2 ag 0%, D3 ag 3, CCT chaperon mod 0.1 and DRD3 antagonist 5.
Screening O=c1oc2ccc3ccccc3c2c2c1SC(C(F)(F)F)C2 (configuration not stated) returned Mm-Cpn inhibitor 0%, Akt phos inh inactive, EPAC2 antagonist 11%, PTHR1 ag 10%[57.5 µM], EPAC2 ag 7%, D3 ag -8, CCT chaperon mod 3.4 and DRD3 antagonist 4.
CCN(CC)CCN(Cc1cc2cc3c(cc2[nH]c1=O)OCO3)C(=S)NCCOC was read as Mm-Cpn inhibitor 1%, Akt phos inh inactive, EPAC2 antagonist 0%, PTHR1 ag -12%, EPAC2 ag 9%, D3 ag -9, CCT chaperon mod -1.2 and DRD3 antagonist -1.
`Cc1c(NC(=O)CSC2=C(C#N)C(c3ccccc3F)CC(=O)N2)c(=O)n(-c2ccccc2)n1C` (configuration not stated) gave Mm-Cpn inhibitor 0%, Akt phos inh inactive, EPAC2 antagonist 7%, PTHR1 ag inactive, EPAC2 ag -1%, D3 ag 1, CCT chaperon mod -3.1 and DRD3 antagonist 4.
CC(=O)NC1=NN(C(C)=O)C(C)(c2cccnc2)S1 (configuration not stated) was read as Mm-Cpn inhibitor -3%, Akt phos inh inactive, EPAC2 antagonist 8%, PTHR1 ag inactive, EPAC2 ag -1%, D3 ag 0, CCT chaperon mod -1.3 and DRD3 antagonist 5.
`Cc1c(NC(=O)COc2ccc(C(C)C)cc2)c(=O)n(-c2ccccc2)n1C` gave Mm-Cpn inhibitor 1%, Akt phos inh inactive, EPAC2 antagonist 0%, PTHR1 ag -16%, EPAC2 ag -2%, D3 ag 7, CCT chaperon mod -1.4 and DRD3 antagonist -1.
For Cc1nnc(SCc2cc([N+](=O)[O-])cc3c2OCOC3)n(N)c1=O the results were Mm-Cpn inhibitor 1%, Akt phos inh inactive, EPAC2 antagonist 5%, PTHR1 ag -4%, EPAC2 ag -7%, D3 ag 4, CCT chaperon mod -4.9 and DRD3 antagonist 9.
Screening O=C(Nc1ccc(F)cc1)C(c1cc2ccccc2o1)N1CCN(C(=O)c2ccco2)CC1 (configuration not stated) returned Akt phos inh inactive, EPAC2 antagonist -9%, PTHR1 ag -48%[inhibitor], EPAC2 ag -1%, D3 ag -8 and DRD3 antagonist 0.
CC(=O)c1ccc(NC(=O)CN2C(=O)CCC2=O)cc1 was read as Mm-Cpn inhibitor 1%, Akt phos inh inactive, EPAC2 antagonist -10%, PTHR1 ag inactive, EPAC2 ag 3%, D3 ag 8, CCT chaperon mod -2.2 and DRD3 antagonist -7.
For O=C(COC(=O)c1ccc(S(=O)(=O)Nc2ccccc2)cc1)NCCN1C(=O)CSC1=O the results were Mm-Cpn inhibitor 0%, Akt phos inh inactive, EPAC2 antagonist 11%, PTHR1 ag inactive, EPAC2 ag -1%, D3 ag 4, CCT chaperon mod -1.5 and DRD3 antagonist -12.
O=C(NCc1nnc(SCC(=O)N2CCCC2)o1)c1cccc(C(F)(F)F)c1 was read as Mm-Cpn inhibitor -2%, Akt phos inh inactive, EPAC2 antagonist -4%, PTHR1 ag -7%, EPAC2 ag 3%, D3 ag -2, CCT chaperon mod -0.1 and DRD3 antagonist 5.
Cc1ccc(S(=O)(=O)N(C)c2cc(S(=O)(=O)N3CCC(C)CC3)c(C)cc2C)cc1 was read as Mm-Cpn inhibitor 0%, Akt phos inh inactive, EPAC2 antagonist -4%, PTHR1 ag -3%, EPAC2 ag -6%, D3 ag -6, CCT chaperon mod -0.6 and DRD3 antagonist 35.
Screening COc1ccc(S(=O)(=O)Nc2ccc3c(c2)C(=O)N([C@@H](C)CO)C[C@H](C)[C@H](CN(C)CC2CC2)O3)cc1 returned Mm-Cpn inhibitor 1%, Akt phos inh inactive, EPAC2 antagonist -7%, PTHR1 ag inactive, EPAC2 ag 9%, D3 ag -14, CCT chaperon mod 2.9 and DRD3 antagonist -16.
C/C(CC(=O)Nc1ccc(Cl)c(C(F)(F)F)c1)=N\NC(=O)c1cc2ccccc2cc1O was read as Mm-Cpn inhibitor 3%, Akt phos inh inactive, EPAC2 antagonist -2%, PTHR1 ag inactive, EPAC2 ag 3%, D3 ag 16, CCT chaperon mod -1.6 and DRD3 antagonist -8.
`Cc1ccc2nc(-c3ccccc3)c(NC(=O)c3ccco3)n2c1` gave Mm-Cpn inhibitor 0%, Akt phos inh inactive, EPAC2 antagonist 12%, PTHR1 ag -15%[57.5 µM], EPAC2 ag -2%, D3 ag 5, CCT chaperon mod -0.9 and DRD3 antagonist 17.
Screening N#Cc1cnn2c(-c3cccc([N+](=O)[O-])c3)ccnc12 returned Mm-Cpn inhibitor -16%, Akt phos inh inactive, EPAC2 antagonist 2%, PTHR1 ag -21%, EPAC2 ag 1%, D3 ag -5, CCT chaperon mod 0.8 and DRD3 antagonist 5.
`C=CCC[C@@H](Cc1ccc(F)cc1)C(=O)O[C@H](CNC(=O)[C@@H](CC=C)CC(=O)N[C@H](CO)Cc1ccccc1)c1ccccc1` gave Mm-Cpn inhibitor -16%, Akt phos inh inactive, EPAC2 antagonist -5%, PTHR1 ag -24%, EPAC2 ag -4%, D3 ag 7, CCT chaperon mod -1.2 and DRD3 antagonist 5.
CCCCN1C(=O)NC(NC(C)=O)(C(F)(F)F)C1=O (configuration not stated) was read as Mm-Cpn inhibitor -2%, Akt phos inh inactive, EPAC2 antagonist 17%, PTHR1 ag -22%, EPAC2 ag -6%, D3 ag 6, CCT chaperon mod -4.0 and DRD3 antagonist inconclusive.

Retrieved by compound from the list above:
Cc1ccc(S(=O)(=O)N(C)c2cc(S(=O)(=O)N3CCC(C)CC3)c(C)cc2C)cc1 was read as Mm-Cpn inhibitor 0%, Akt phos inh inactive, EPAC2 antagonist -4%, PTHR1 ag -3%, EPAC2 ag -6%, D3 ag -6, CCT chaperon mod -0.6 and DRD3 antagonist 35.
CCOc1ccccc1C(=O)Nc1cc(C(=O)NCCc2ccccc2)ccc1Cl was read as Mm-Cpn inhibitor 3%, Akt phos inh inactive, EPAC2 antagonist -1%, PTHR1 ag -22%, EPAC2 ag 15%, D3 ag -2, CCT chaperon mod -1.1 and DRD3 antagonist 10.

Not all compounds are listed (hit frequency here may not be typical).
